# High-throughput results (PubChem)
# NOD2 RIPK2 PPI = blocks binding of human NOD2 to RIPK2; O43353; CHO BLA complementation NOD2-RIPK2, CCF4 ratio; inhibition, % at 4.98 µM; hit rate 0.38% among 360,000; in the data active = inhibition above about 21%;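 note: 0% = vehicle only and 100% = reference blocker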
# EBV LMP1 NFkB = Epstein-Barr LMP1 NF-kappaB reporter inhibition | LMP1-induced NF-kappaB luciferase reporter cells, luminescence | inhibition, % at 12.5 µM | hit rate 0.69% among 350,000 | AID 504558; in the data active = inhibition above about 41%;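 note: 0% = neutral control wells and 100% = reference inhibitor control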
# MC4R antag cAMP = human MC4R antagonism in cAMP assay | MC4R-expressing cells, MTII-stimulated cAMP, LANCE TR-FRET | P32245 | hit rate 0.48% among 360,000 | inhibition, % at 6.5 µM;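 active = inhibition above its plate's cutoff, the mean of tested wells on that plate plus 3 SD, cut at about 29% in these data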;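 note: 0% = Melanotan II alone and 100% = Melanotan II plus saturating MCL0020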
# Target sequence (P32245 whole entry, looked up): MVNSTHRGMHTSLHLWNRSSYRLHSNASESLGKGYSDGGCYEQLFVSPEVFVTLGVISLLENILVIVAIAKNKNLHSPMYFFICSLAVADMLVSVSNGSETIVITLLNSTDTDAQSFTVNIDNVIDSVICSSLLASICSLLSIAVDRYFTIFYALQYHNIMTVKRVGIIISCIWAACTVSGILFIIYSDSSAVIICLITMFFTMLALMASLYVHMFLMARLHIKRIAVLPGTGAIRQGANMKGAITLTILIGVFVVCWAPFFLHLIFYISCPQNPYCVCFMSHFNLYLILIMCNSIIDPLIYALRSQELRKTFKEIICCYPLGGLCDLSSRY
#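 Assay system: U2OS-MC4R stable cell line; Also added: Melanotan II; Technique: Eu-cAMP/anti-cAMP TR-FRET, emission 671 nm; Times: 30-min compound, 1-h challenge, 1-h detection, room temperature.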
# NCOA2 inhibitor = inhibits human steroid receptor coactivator 2. Q15596. HEK293 GAL4-SRC2 luciferase reporter, luminescence. inhibition, % at 9 µM. hit rate 0.17% among 370,000. AID 651957;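 active = inhibition above the mean inhibition of all tested compounds plus 3 SD, set per campaign, cut at about 52% in these data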;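 note: 0% = DMSO treated cells and 100% = cells given Gossypol at 36 µM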
# MC4R barr agon = agonists of human melanocortin 4 receptor (MC4R) beta-arrestin. P32245. U2OS MC4R beta-arrestin complementation, luminescence; percent of melanotan II response, DMSO zero. activation, % at 8.9 µM. hit rate 0.98% among 360,000. AID 540308;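 active = activation above a per-plate cutoff, the mean activation of sample wells on that plate plus 3 SD, cut at about 8% in these data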
# SRC1 inh = inhibitors of human steroid receptor coactivator 1 (SRC1). Q15788. inhibition, % at 3.6 µM. hit rate 0.12% among 360,000. AID 588354. HEK293 GAL4-SRC1 luciferase reporter, luminescence;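 active = inhibition above the campaign mean plus 3 SD, with each screening campaign given its own cutoff, cut at about 60% in these data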;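 note: 0% = DMSO treated cells and 100% = gossypol at 36 µM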
# TLR9-MyD88 block = TLR9-MyD88 interaction inhibition; Q9NR96+Q99836; CHO BLA complementation TLR9-MyD88, CCF4 FRET ratio; inhibition, % at 4.98 µM; hit rate 0.21% among 340,000; AID 504734;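 active = inhibition above the mean over all tested compounds plus 3 SD, cut at about 21% in these data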;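 note: 0% = DMSO only wells and 100% = clavulanate BLA inhibitor control wells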
# SRC3 inh = inhibitors of human steroid receptor coactivator 3 (SRC3) | Q9Y6Q9 | HEK293 GAL4-SRC3 luciferase reporter, luminescence | inhibition, % at 3.6 µM | hit rate 0.17% among 360,000 | AID 588352;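 active = inhibition above a per-campaign cutoff, the mean of all compounds plus 3 SD, cut at about 60% in these data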;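 note: 0% = DMSO-treated cells and 100% = gossypol-treated cells at 36 µM; higher means less SRC3-driven luciferase light from the GAL4 reporter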
# NR5A2 inv ag = suppresses constitutive activity of human LRH-1 | O00482 | HEK293T StAR-luciferase reporter, LRH-1 transfected, 24 h | inhibition, % at 3.6 µM | hit rate 0.13% among 360,000 | AID 602396;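 active = inhibition above the mean inhibition of all tested compounds plus 3 SD, cut at about 73% in these data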;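 note: 0% = DMSO wells and 100% = reporter-only cells lacking LRH-1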
# NR2F2 inh = blocks human COUP-TFII nuclear receptor. P24468. HEK293T NGFI-A luciferase reporter, luminescence. inhibition, % at 8.6 µM. hit rate 0.7% among 370,000. AID 686940;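 active = inhibition above a per-plate cutoff, mean inhibition of test wells between control levels plus 3 SD, cut at about 38% in these data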;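 note: cells cotransfected with COUP-TFII expression vector driving the NGFI-A reporter; 0% = median of COUP-TF2 test wells and 100% = reporter-only cells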
# Target sequence (P24468 whole entry, looked up): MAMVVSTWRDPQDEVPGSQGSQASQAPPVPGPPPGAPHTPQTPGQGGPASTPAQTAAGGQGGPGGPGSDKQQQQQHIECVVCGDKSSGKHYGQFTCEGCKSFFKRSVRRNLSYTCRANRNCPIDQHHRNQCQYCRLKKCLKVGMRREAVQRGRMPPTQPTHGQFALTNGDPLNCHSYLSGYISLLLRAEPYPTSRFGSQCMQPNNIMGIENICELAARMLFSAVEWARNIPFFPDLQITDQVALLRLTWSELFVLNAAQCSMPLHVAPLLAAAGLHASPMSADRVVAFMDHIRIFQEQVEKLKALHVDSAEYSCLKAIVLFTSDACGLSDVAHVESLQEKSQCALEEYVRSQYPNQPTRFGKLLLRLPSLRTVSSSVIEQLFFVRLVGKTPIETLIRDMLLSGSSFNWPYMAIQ
# ABHD5 PLIN5 PPI = blocks binding of human ABHD5 to perilipin-5; inhibition, % at 4 µM; Q00G26+Q8WTS1; hit rate 0.78% among 360,000; AID 602281; Split G. princeps luciferase complementation, luminescence, 4 h;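 active = inhibition above the mean inhibition across every tested compound plus 3 SD, cut at about 22% in these data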;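 note: 0% = DMSO only wells and the 100% control is not disclosed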
# Active calls of the source: *; . = not tested or not shown. The list is partial. The share of hits here may be higher or lower than overall.
SMILES,NOD2 RIPK2 PPI,EBV LMP1 NFkB,MC4R antag cAMP,NCOA2 inhibitor,MC4R barr agon,SRC1 inh,TLR9-MyD88 block,SRC3 inh,NR5A2 inv ag,NR2F2 inh,ABHD5 PLIN5 PPI
CC(=O)Nc1ccc(NC(=O)COc2ccc(-c3ccc(C#N)cc3)cc2)cc1,-7,5,3,16,-0.5,2,8,10,11,9,1
Cn1nc2c(c1C(=O)O)CCCC2,4,-13,7,7,-1.3,13,9,-12,-3,8,-4
CO/N=C/CC(=O)c1ccc(OC)cc1,-8,5,-6,-44,-1.1,-12,-5,8,-81,-34,-4
COc1cc2c(cc1OC)C(C)N(C(=O)CCc1c[nH]c3ccccc13)CC2 (stereo not given),-9,3,20,-10,-0.4,-3,7,-2,8,-4,-4
CCOC(=O)c1c(N)sn(-c2ccccc2)c1=S,-10,5,-3,-14,-1.8,-11,1,5,30,-1,2
CN(c1cccc(NC(=O)c2ccccc2N(C)S(C)(=O)=O)c1)S(C)(=O)=O,0,-11,6,7,-0.7,-12,-4,-36,-15,7,-3
NC(=O)[C@@H]1CCCN1Cc1c(C(=O)N2CCc3ccccc3C2)nc2ccc(Cl)cn12,2,2,10,-42,-2.4,-16,3,-6,9,15,0
Cc1ccc(/C=C(\NC(=O)c2ccccc2)C(=O)N2CCCC2C(=O)O)cc1 (stereo not given),2,2,10,4,1.3,9,4,4,-1,-10,-10
Cc1ccc2c(c1)N(C(C)C(=O)NCc1cccs1)C(=O)CO2 (stereo not given),8,-3,15,-19,1.4,-1,-12,-2,3,0,-3
CCOc1cnc(-c2c(-c3c(F)cccc3Cl)noc2C)o1,9,-5,-3,-11,-2.4,-22,2,-5,11,13,0
O=C(NC(=S)Nc1ccccc1N1CCOCC1)c1ccc(-c2ccccc2F)o1,-3,-11,-3,4,-1.8,17,3,7,17,-5,-3
Cc1cc(OCC(=O)Nc2ccc(CCO)cc2)c2c(C)c(C)c(=O)oc2c1,-6,-1,17,-48,-2.8,7,3,-14,7,-8,-5
Cc1ccc(S(=O)(=O)N2CCN(C(C)C(=O)N3CCCc4ccccc43)CC2)cc1 (stereo not given),12,2,5,12,-1.2,6,1,-1,-1,10,4
CCN(CCO)Cc1csc2cc(C)ccc12,1,9,14,0,-0.8,20,0,20,8,13,5
CCOc1ccc(OCCCC(=O)Nc2nc3ccccc3[nH]2)cc1,-5,3,11,-5,-1.0,-7,-11,8,15,8,3
COc1ccc(C(C)=O)cc1CSc1nnc(Nc2ccc(C)cc2)s1,-6,8,10,17,3.0,11,0,19,-18,42*,0
COCCNC(=O)C1CCCN(S(=O)(=O)c2cccc3nsnc23)C1 (stereo not given),-7,0,9,-5,2.9,9,-4,9,6,-2,0
CN(NC(=O)c1cccc(Cl)c1)c1nc(-c2ccccc2)nnc1C(F)(F)F,-16,7,13,-17,5.8,-2,4,9,-5,-4,-1
Cc1ccc2c(c1)C(c1ccccc1)N(C(=O)c1ccc(F)cc1)CC(=O)N2 (stereo not given),1,-3,13,17,-0.1,3,-13,-14,-9,-7,3
CCS(=O)(=O)N1Cc2ccccc2CC1C(=O)Nc1ccc(F)cc1 (stereo not given),-7,-13,5,-41,-0.1,-15,13,2,-28,-16,-2
COc1cccc(-n2c(SCc3ccccn3)nc3c(c2=O)SCC3)c1,-1,2,-5,-18,0.2,-8,3,-6,19,8,-6
O=C1/C(=C/c2ccc(O)c([N+](=O)[O-])c2)SC(=S)N1Cc1ccccc1,-11,-1,4,1,-4.0,-18,6,1,13,9,4
S=C(c1ccc(-c2ccccc2)cc1)N1CCOCC1,3,3,-3,52*,-1.2,35,-4,35,6,34,6
COc1cc(/C=C2\SC(=O)N(CCNC(=O)c3c(C)noc3C)C2=O)cc(OC)c1OC,-6,1,-9,-15,0.9,-2,0,8,18,18,-4
COc1cccc(/C=C2\NC(=O)NC2=O)c1O,-7,-3,-7,-12,-1.9,-25,0,-41,-24,-25,-1
SMILES,NOD2 RIPK2 PPI,EBV LMP1 NFkB,MC4R antag cAMP,NCOA2 inhibitor,MC4R barr agon,SRC1 inh,TLR9-MyD88 block,SRC3 inh,NR5A2 inv ag,NR2F2 inh,ABHD5 PLIN5 PPI
Cc1nnc(C)c2c(C)n(C(C)c3ccccc3)c(C)c12 (stereo not given),2,5,15,2,1.1,-4,-11,12,5,3,3
COc1cc(S(=O)(=O)N2CCOCC2)ccc1N,-7,-5,1,-63,0.7,4,0,8,1,15,-4
COc1ccc(C(=O)CC(=O)c2ccc(C)cc2)c(O)c1,-4,4,4,-34,4.7,-32,-2,-41,-44,-15,5
O=C(Nc1ccccc1)Nc1nnc(Cc2ccccc2F)s1,3,-21,-10,5,2.5,-11,-9,-3,1,15,-6
O=C(Nc1ccccc1F)c1nc[nH]c1C(=O)NCc1ccccc1,1,-1,-1,26,2.0,15,-4,11,7,4,-6
CCOC(=O)C(=CNc1ccc(Cl)cn1)C(=O)OCC,6,19,0,-1,-1.1,-8,-4,23,-18,-2,-1
Cc1ccc(S(=O)(=O)Nc2ccccc2CNc2ccccn2)cc1,-4,-20,4,-12,-1.4,-18,-6,8,-19,-5,-1
Cc1nn(C(C)C)c(C)c1CN1CCC(C(=O)Nc2cccc(-c3cccc(F)c3)c2)CC1,4,10,6,11,-0.1,-7,-5,22,4,-25,15
CCOC(=O)CCNC(=O)N1CCCC(C(=O)c2ccccc2SC)C1 (stereo not given),-4,-5,2,10,1.5,13,1,11,2,-1,0
C=CCn1cc(-c2ccccc2)cc(C#N)c1=O,9,1,3,-7,-0.2,5,8,11,8,5,-6
CCOc1ccc2nc(NC(=O)CCC(=O)c3cccs3)sc2c1,11,-26,-1,-62,4.3,-123,2,-81,-105,-19,0
CCCN(CCC)S(=O)(=O)c1ccc(C(=O)NCc2n[nH]c(=S)n2-c2ccc(Cl)c(Cl)c2)cc1,-10,-14,-2,-21,1.2,15,-11,11,-1,16,-17
CN(C)c1nc(N/N=C\c2ccc(Cl)c([N+](=O)[O-])c2)nc(Nc2ccc(F)cc2)n1,5,10,0,-15,-0.2,-3,4,-14,13,-38,9
O=C(CCc1ccc(S(=O)(=O)N2CCOCC2)cc1)OCC(=O)c1ccccc1,-6,5,4,-39,0.6,2,-5,-6,-10,-9,2
COc1ccc(S(=O)(=O)N2CCCCC2)cc1NC(=O)COc1ccccc1,0,-4,0,9,-0.5,10,-16,6,-34,-13,-4
CCOc1ccc(C(=O)NC(C(=O)NCCc2ccc(OC(F)F)cc2)C(C)C)cc1 (stereo not given),-6,7,9,-11,1.4,-18,-4,3,11,0,-13
Cc1cc(-c2ccccc2)nc(N(C)NC(=O)c2ccc(Cl)cc2)c1S(C)(=O)=O,-4,-3,2,-32,2.2,1,-10,6,-13,6,-2
COc1cc(C(C)=O)ccc1OCC(=O)Nc1ccccc1N1CCCC1,-1,1,-2,23,-3.7,5,3,-3,10,-13,2
C=CCNc1nc(Cl)nc(Nc2ccccc2)n1,-10,-36,14,-24,-1.6,-29,-8,-47,-45,-37,-7
Cn1c(CNC(=O)c2ccc3c(c2)OCO3)nnc1SCC(=O)Nc1ccccc1Cl,-6,-10,5,14,1.0,2,5,7,15,7,5
CC1CCc2c(C(=O)Oc3cccc(-n4cnnn4)c3)csc2C1 (stereo not given),0,-5,0,-10,-1.0,-4,7,-1,-12,3,-2
COc1ccc(S(=O)(=O)Oc2cc(C(=S)N3CCOCC3)ccc2OC)cc1,9,-3,0,9,-2.2,8,-9,-8,-11,10,-5
CS(=O)(=O)N1CCC(C(=O)NCc2ccc(Cl)cc2)CC1,6,0,7,-7,-1.3,3,13,18,11,-16,2
O=C(O)C1=NOC(CNC(=O)c2ccccc2Cl)C1 (stereo not given),-16,-14,7,12,-0.7,0,.,18,6,19,2
CCN1CCC(Nc2ccnc3cc(Cl)ccc23)CC1,5,1,3,7,-0.2,4,10,1,10,13,5
SMILES,NOD2 RIPK2 PPI,EBV LMP1 NFkB,MC4R antag cAMP,NCOA2 inhibitor,MC4R barr agon,SRC1 inh,TLR9-MyD88 block,SRC3 inh,NR5A2 inv ag,NR2F2 inh,ABHD5 PLIN5 PPI
CC(Oc1ccc(F)cc1)C(=O)N(Cc1ccccc1)c1c(N)n(Cc2ccccc2)c(=O)[nH]c1=O (stereo not given),2,5,16,8,-3.1,20,-9,-3,-11,-23,13
CCN(CC)C(=O)CSc1nnc2cc(C)c3ccccc3n12,4,-1,15,-28,0.6,-2,13,-7,-4,-4,3
COc1ccc(N(CC(=O)Nc2cccc(SC)c2)S(C)(=O)=O)cc1,-9,-9,11,-18,-1.4,1,-5,-22,-21,-6,1
COc1ccc(-c2nc(-c3ccccc3)[nH]c(=O)c2C#N)cc1,7,-1,-4,-4,1.4,3,11,10,7,-27,1
COc1ccccc1CC(=O)NCCc1ccc(S(N)(=O)=O)cc1,-3,1,1,13,-0.7,13,-11,-1,16,-1,8
CCOC1=C2[C@@H](CN(S(=O)(=O)c3ccc(C)cc3)[C@H]2c2ccccc2F)[C@H]2C(=O)NC(=O)[C@H]2C1,5,.,.,-12,.,9,.,-15,-13,6,0
COc1ccc(CCNC(=O)c2c(C)nn(-c3ccccc3)c2Cl)cc1,-17,-1,13,-15,-2.2,-8,0,-5,-9,-7,-5
Cc1ccc(Cl)cc1NC(=O)C1CC1c1ccccc1 (stereo not given),4,-9,4,19,1.9,-2,-4,2,1,-2,7
O=C1CCCc2c1cnc1ncnn21,-2,2,1,1,-1.6,3,7,7,13,20,1
Cc1ccc(C2NC(=O)c3ccccc3N2)c(C)c1 (stereo not given),9,-1,-18,-1,-2.8,-2,-9,1,16,9,-4
Cc1cc(C)cc(Cn2cc(CN3CC(N4CCN(CCO)CC4)CS3(=O)=O)nn2)c1 (stereo not given),-18,.,.,-1,.,.,.,.,-12,6,-3
COc1cccc(C2C(C(=O)NCc3ccccc3)=C(C)Nc3ncnn32)c1 (stereo not given),-1,0,3,-10,-1.3,-38,-5,1,6,2,-2
Cc1ccc2c(c1)C1CN(C)CCC1N2S(=O)(=O)c1cc(C(F)(F)F)ccc1Cl (stereo not given),-7,1,5,-2,-0.7,-2,-8,5,19,-23,10
CCN(C(=O)CSc1nnc(-c2ccccc2C)n1C)c1c(N)n(Cc2ccccc2)c(=O)[nH]c1=O,0,-1,-1,0,-1.4,-4,-6,15,7,10,-4
O=C(NNC(=O)c1ccc(Br)s1)c1cccc(S(=O)(=O)N2CCCC2)c1,0,1,5,-7,-2.6,-17,-15,13,3,-10,3
COC(=O)[C@H](Cc1ccccc1)NC(=O)[C@@H]1C[C@H]1[C@@H](NC(=O)OCc1ccccc1)c1ccccc1,-5,1,30*,31,-0.4,0,-6,-20,-5,0,-8
